# Screens from PubChem.
# mcGAS lum – inhibitors of mouse cGAS | recombinant cGAS, Kinase-Glo ATP depletion luminescence | inhibition, % at 12.5 µM | hit rate 0.15% among 160,000 | AID 1259399;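 also: 0% = negative control wells and 100% = reference inhibitor with no enzyme activity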
# hcGAS lum – human cGAS inhibition; Q8N884; recombinant h-cGAS, ATP depletion, Kinase-Glo luminescence; inhibition, % at 12.5 µM; hit rate 0.081% among 290,000; AID 1259398;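 also: 0% = vehicle reaction and 100% = reaction without DNA for no activity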
# Target sequence (Q8N884 whole entry, looked up): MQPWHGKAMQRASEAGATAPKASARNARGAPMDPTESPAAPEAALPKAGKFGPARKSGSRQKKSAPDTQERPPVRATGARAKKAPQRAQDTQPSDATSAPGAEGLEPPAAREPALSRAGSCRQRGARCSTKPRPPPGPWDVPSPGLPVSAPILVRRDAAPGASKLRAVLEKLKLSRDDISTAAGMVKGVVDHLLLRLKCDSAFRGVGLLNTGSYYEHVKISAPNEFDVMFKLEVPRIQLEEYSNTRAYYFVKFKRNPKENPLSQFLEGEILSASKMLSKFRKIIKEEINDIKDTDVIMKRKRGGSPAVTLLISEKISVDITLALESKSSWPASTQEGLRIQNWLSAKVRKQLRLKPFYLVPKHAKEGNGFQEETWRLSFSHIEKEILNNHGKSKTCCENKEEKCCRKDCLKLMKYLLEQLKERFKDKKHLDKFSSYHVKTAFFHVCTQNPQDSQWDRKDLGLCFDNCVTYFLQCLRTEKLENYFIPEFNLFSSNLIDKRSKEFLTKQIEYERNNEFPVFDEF
# NPYLR7 ag – activates Aedes aegypti NPYLR7 receptor; activation, % at 10 µM; hit rate 0.15% among 270,000; AID 1259423; HEK293T NPYLR7/Galpha15, GCaMP6s calcium fluorescence; in the data active = activation above about 40%;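 also: 0% = vehicle and 100% = reference agonist at the receptor; some compounds past the cut are filed as inactive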
# Numbers without * were called inactive; . = not tested or not shown; & = joins results of further samples. Rule as the data show it, unless noted: active = inhibition above about 40%; inactive = the rest.
# Below each compound – NPYLR7 ag, mcGAS lum, hcGAS lum
> Cc1nn(C)c(C)c1CCC(=O)N1CCCC2(CC1)CN(C)C(=O)O2 (configuration not stated)
    11, ., -4
> O=C(c1csc(Nc2ccc(OC(F)F)cc2)n1)N1CCCC1
    -5, ., -2
> CCCCN(C(=O)c1ccn(C)c(=O)c1)C1CCCC1
    25, ., -5
> Cc1cc(C(C)(C)C)cc(C)c1S(=O)(=O)N1CCN(C(=O)c2nccnc2N)CC1
    -2, ., 1
> Clc1ccc2oc(C=Cc3ccc4c(c3)OCO4)nc2c1
    -5, ., -6
> Oc1oc(-c2ccccc2F)nc1C=Nc1ccccc1Cl
    -3, ., -5
> CC(=O)c1c(C)[nH]c(C(=O)COC(=O)CSCc2c(C)noc2C)c1C
    3, ., -5
> COCCN1CC(CO)C2(CCN(C(=O)Cc3c(C)noc3C)CC2)C1 (configuration not stated)
    ., -4, -5
> CC1=CC[C@@H]2CN(C(=O)c3sc(C(C)C)nc3C)C[C@@H]2C1
    7, -12, -5
> N#Cc1cccc(CN2C(=O)C3(SCCN3C(=O)c3cccc(Cl)c3)c3ccccc32)c1 (configuration not stated)
    3, -3, 0
> COc1cc(-c2ccc(C)s2)cc2c1OCCN(Cc1cnn(C)c1)C2
    5, ., -4
> CCOC(=O)c1c(C)n(-c2ccc(N(CC)CC)cc2)c2c1cc(O)c1ccccc12
    2, -5, -7
> NC(=O)C(=O)N/N=C\c1ccc([N+](=O)[O-])o1
    -15, ., 4
> C=CCn1c(N2CCCCCC2)nc2c1c(=O)n(C)c(=O)n2C
    5, ., -5
> COc1cccc(-c2nc(C(N)=O)c3[nH]c(=O)n(-c4ccc(C(C)(C)C)cc4)c3n2)c1OC
    -4, -7, -5
> Cc1ccc(-c2nc(OCC(C)C)nn2-c2ccc(NC(=O)CSc3ccccc3)cc2)cc1
    15, -5, -5
> CN(C)CCC(c1ccccc1)c1ccccn1 (configuration not stated)
    -2&-1&-2&1, -5&-3, -1&-2&-5&5
> CCOC(=O)c1nn(-c2ccc(C)cc2)c(=O)cc1N1CCCCC1
    7, ., -7
> CC(C)Oc1cccc(C(=O)C2CCCN(C(=O)Cn3cnc4ccccc4c3=O)C2)c1 (configuration not stated)
    15, -5, -6
> COc1ccc(N2C(=O)/C(=C/c3ccc(N(C)C)cc3)C(=O)NC2=S)cc1
    7, -4, -4
> CC1CN(c2cc(Cl)nc(SCC(=O)N3CCN(c4cccc(C(F)(F)F)c4)CC3)n2)CCN1C(=O)C1CCCCC1 (configuration not stated)
    1, -4, 0
> Cc1c(C(=O)NCc2ccc(C#N)cc2)sc(=O)n1Cc1ccncc1
    6, ., 8
> C=C(C)CSc1nc(N2CCOCC2)c2c(c1C#N)CC(C)(C)OC2
    0, 3, 2
> C=CC(=O)Nc1cccc(Oc2nc(Nc3ccc(N4CCN(C)CC4)cc3)ncc2Cl)c1
    -3, -3, 4
> Cc1ccc(CN(C)C(=O)Nc2ccccc2-n2cncn2)cc1
    -2, ., -3
> Cc1cccc(NC(=O)CSc2ccc3nnc(-c4ccncc4)n3n2)c1
    -9, -7, -1
> CN(C)c1ccc(N2C(=O)CSC2c2cccc(NC(=O)c3cccc4ccccc34)c2)cc1 (configuration not stated)
    -10, -5, 0
> CCn1nc(C)c(CN2CC[C@@H](N3CCN(c4ccccn4)CC3)[C@H](O)C2)c1C
    13, ., -7
> Oc1[nH]c2ccc(Br)cc2c1N=Nc1ccccn1
    -7, ., -1
> C=CCc1cccc(C=Nc2cc(NC(C)=O)c(Cl)cc2Cl)c1O
    -11, ., -1
> COc1ccc(Cl)cc1S(=O)(=O)N1CCN(Cc2cc(=O)c(OCc3cc(C)cc(C)c3)co2)CC1
    3, -8, -7
> COc1cccc(-n2nnc3c(=O)n(CC(=O)N4CCOCC4)cnc32)c1
    7, ., -6
> O=C(c1ccco1)N(Cc1ccco1)Cc1nccn1Cc1cccc(C(F)(F)F)c1
    -3, -9, -7
> CC(=O)c1ccc(-c2nnn(Cc3ccc(C)cc3)n2)cc1
    -6, ., -9
> O=c1ccc(-c2ccco2)nn1CCCNS(=O)(=O)c1ccc2c(c1)OCCO2
    5, ., -3
> CC(CNC(=O)c1cccc(N(C)C)c1)N1CCOCC1C (configuration not stated)
    9, -9, -9
> Cc1nc2ccccn2c1P(c1ccccc1)c1ccccc1
    -2, ., -7
> Cc1ccc(C)c(OCC(O)CN2C(=O)NC(C)(C3CC3)C2=O)c1 (configuration not stated)
    7, ., -4
> Cc1ccc(S(=O)(=O)NC(=O)C2(C)CCN2C(=O)C2(c3ccccc3)CCCC2)nc1 (configuration not stated)
    9, ., -8
> OCC1(CC2CC2)CCCN(C2CSCCSC2)C1 (configuration not stated)
    ., -4, -7
> NC(=O)c1sc2nc3c(c(-c4cccs4)c2c1N)CCCCC3
    7, ., -8
> CCOC(=O)Cn1c(=NC(=O)c2ccn(CC)n2)sc2c(C)cc(C)cc21
    -2, ., 3
> CC(C)(C#N)C(=O)Nc1ccc(Sc2nncs2)cc1
    9, ., -6
> NC(=O)C1CCCCN1C(=O)c1ccc(Br)s1 (configuration not stated)
    7, ., -1
> Cn1c(CN2CCCC2c2ccsc2)nc2cc(Cl)ccc21 (configuration not stated)
    8, ., -6
> CCCCNc1nccnc1-c1cccc(C=O)c1
    -2, -1, -1
> COc1ccc(F)cc1COC(=O)c1ccc(C)c(O)c1
    2, ., -4
> O=C(NCC1CCCO1)c1coc(CN(CCc2c[nH]c3ccccc23)Cc2ccccc2Cl)n1 (configuration not stated)
    17, -5, -4
> CCCSc1nc(=O)n(C2CCCC2)c2c1CCC2
    ., -6, -12
> CCOCCn1c(C2CC(=O)N(c3ccc(CC)cc3)C2)nc2ccccc21 (configuration not stated)
    -1, 1, 0

# 5 entries from above in another layout.
compound | NPYLR7 ag | mcGAS lum | hcGAS lum
CCCCNc1nccnc1-c1cccc(C=O)c1 | -2 | -1 | -1
NC(=O)c1sc2nc3c(c(-c4cccs4)c2c1N)CCCCC3 | 7 | . | -8
O=C(NCC1CCCO1)c1coc(CN(CCc2c[nH]c3ccccc23)Cc2ccccc2Cl)n1 (configuration not stated) | 17 | -5 | -4
CC(C)(C#N)C(=O)Nc1ccc(Sc2nncs2)cc1 | 9 | . | -6
CCOC(=O)Cn1c(=NC(=O)c2ccn(CC)n2)sc2c(C)cc(C)cc21 | -2 | . | 3

# (cont.)
# Below each compound – NPYLR7 ag, mcGAS lum, hcGAS lum
> Clc1ccc(Cn2ccnc2CNCC2CC2)c(Cl)c1
    2, -4, -1
> CN(C)CCNCc1csc(COc2ccccc2)n1
    25, ., 0
> COC(=O)CSc1nc2sc3c(c2c(=O)n1C1CCCC1)CCC(C)C3 (configuration not stated)
    -3, -8, -8
> COc1ccccc1NC(=O)Nc1c(-c2ccccc2)nn(C(C)(C)C)c1N
    6, ., -13
> CCOC(=O)N1CCN(C(=O)CSc2nc3c([nH]c4ccccc43)c(=O)n2CC)CC1
    -2, -7, 0
> CCOCCOC(=NC(=O)c1cccs1)N(C)C1CCN(C)CC1
    0, -3, 3
> COc1ccccc1CN(CCC(C)C)CC(O)COc1ccccc1 (configuration not stated)
    14, -4, -1
> CCc1nc2ccc(C(=O)NCCCN3CCCC3=O)cn2c1N(C=O)Cc1ccc(OC)cc1
    20, -3, -5
> O=C1NC(=S)SC1=Cc1cc(Cl)c2c(c1)OCO2
    3, 38, 14
> Cn1ncc(Oc2ccc(F)cc2F)c(Nc2cccc(C(=O)N3CCOCC3)c2)c1=O
    0, -3, -3
> COc1ccc(OC)c(C2c3cccn3-c3ccccc3N2C(=O)CN(C(=O)c2ccc(Br)cc2)C(C)C)c1 (configuration not stated)
    3, -2, 0
> Cc1cccc(CSC(=Nc2ccccc2)NC#N)c1
    1, ., -5
> Cn1nnc2c(NCCCN3CCCC3=O)ncnc21
    5, ., 3
> Oc1ccc(Oc2ccc(C(F)(F)F)cn2)cc1
    6, ., -9
> O=C1CC(C(=O)O)c2c(nc(N3CCCC3)[nH]c2=O)N1 (configuration not stated)
    -8, -5, 0
> CCOC(=O)CSc1nc(=O)cc(N)n1CCc1ccccc1
    -1, -8, -8
> Cc1ccsc1-c1nc(Cn2ccnc2-c2ccccn2)c(C)o1
    -6, ., 6
> O=C(Cn1nc2c(c1NC(=O)c1ccc(C(F)(F)F)cc1)CSC2)NCC1CCCO1 (configuration not stated)
    -6, -1, -3
> COc1ccc(CCN2C(=O)CSC2c2ccc(C(C)C)cc2)cc1OC (configuration not stated)
    7, -5, 4
> COc1cccc(C(=O)N(CC(=O)N(Cc2cccn2Cc2ccc(Br)cc2)C2CCCCC2)CC(C)C)c1
    -1, -4, -2

# An excerpt of these results, as tab-separated lines:
mol	NPYLR7 ag	mcGAS lum	hcGAS lum
CCOC(=O)CSc1nc(=O)cc(N)n1CCc1ccccc1	-1	-8	-8
COc1ccc(OC)c(C2c3cccn3-c3ccccc3N2C(=O)CN(C(=O)c2ccc(Br)cc2)C(C)C)c1 (configuration not stated)	3	-2	0

# The results go on:
# Below each compound – NPYLR7 ag, mcGAS lum, hcGAS lum
> C=CCNc1nc2cc(-c3ccccc3OC)sc2c(=O)n1C
    9, ., -6
> O=C(NCc1cccc(OCC(F)(F)F)c1)C1CC2CCCC(C1)C2=O (configuration not stated)
    8, ., -8
> CNc1cccc(-c2ccc(CC#N)cc2)n1
    3, ., -13
> COc1cccc(-c2nc3ccccn3c2NC(=O)c2ccc(Cl)cc2Cl)c1
    -15, -4, 1
> COc1ccc2cc(S(=O)(=O)c3ccc(OC)c(OC)c3)c(=O)oc2c1
    9, -3, -10
> Fc1ccccc1-c1nnc(SCc2cccc3ccccc23)n1C1CC1
    -4, ., 4
> CCn1ccnc1-c1nccn1Cc1ccccc1Cl
    1, ., -3
> Cc1ccc(C(=O)Nc2cc(C)nn2-c2nc(C)cc(=O)[nH]2)cc1
    30, -8, -6
> O=C1OC(c2cccc3ccccc23)=NC1=Cc1ccc2c(c1)OCO2
    29, ., -6
> Cc1c(C)c(C)c(S(=O)(=O)N2CCC(c3nc(-c4ccc5c(c4)OCO5)no3)CC2)c(C)c1C
    26, -2, -4
> CCc1ccc(C(=O)N(Cc2ccc(OS(=O)(=O)c3ccc(F)cc3)cc2)C(C)CC)cc1 (configuration not stated)
    5, -4, -4
> Cc1csc(=O)n1CC(=O)OCc1csc(-c2ccccn2)n1
    4, -7, -8
> CN=c1scc(-c2cccc(Br)c2)n1N=Cc1cccc(O)c1O
    15, -8, -1
> NS(=O)(=O)c1ccc(CCNC=C2CCC/C(=C\c3ccccc3)C2=O)cc1
    4, ., -3
> COc1ccc(N2C(=O)C(c3c(C(C)C)[nH]n(-c4ccc(F)cc4)c3=O)=C(N3CCCC3)C2=O)c(OC)c1
    -3, -5, -4
> O=C(NC1CCN(c2ccccc2C(=O)N2CCN(C3CCCCCC3)CC2)CC1)c1ccc(Br)cc1
    28, -4, -2
> CC1CC(C(N)=O)c2ccccc2N1Cc1ccccc1C(F)(F)F (configuration not stated)
    -1, ., -4
> CCCCCCCCS(=O)(=O)N(CC(=O)N(CCc1c[nH]c2ccccc12)Cc1ccc(OC)c(OC)c1)C1CC1
    16, -4, 1
> Cc1cnc(NC(=O)C2CCCN2c2nccs2)s1 (configuration not stated)
    1, ., 1
> CC(Cc1ccc(Br)cc1)NC(=O)C1CCCC1 (configuration not stated)
    -3, ., -2
> C#CCNC(=O)N1CCC(C2(C)OCCO2)CC1
    0, ., -1
> Cc1cnn(Cc2ccccc2Cl)c1NC(=O)c1csnn1
    ., -11, -10
> CCCN(CC1CC(c2ccc(OC)cc2)=NO1)C(=O)NC(C)C (configuration not stated)
    -4, -5, -5
> CC(=O)Nc1ccc(NCC(=O)N2N=C(c3ccc(Cl)cc3)CC2c2ccco2)cc1Cl (configuration not stated)
    1, -7, -4
> CCCC(=O)Nc1ccc(C(=O)Cn2cnc3sc4c(c3c2=O)CCC4)cc1
    -2, -16, -7
> COc1nn(C(C)C(=O)NNC(=S)Nc2ccccc2C(F)(F)F)cc1[N+](=O)[O-] (configuration not stated)
    1, -5, 0
> O=C(c1ccc2nc[nH]c2c1)N1CCC(CCOc2ccccc2)(C(=O)O)CC1
    5, -15, -10
> O=C(c1ccncn1)N1CCc2[nH]nc(-c3ccc(-c4ccccc4)cc3)c2C1
    2, ., -9
> Cc1ccc(-c2cc(C(=O)O)[nH]n2)c(C)c1
    -4, -5, -6
> Cc1onc(-c2c(Cl)cccc2Cl)c1C(=O)N1CCc2ccccc2C1c1ccccc1Cl (configuration not stated)
    22, -8, -5
> CC1=CS/C(=C(/C#N)C(=O)N2CCCCC2)N1c1ccccc1
    -2, ., -7
> CC(C)c1ccc(CC(=O)N2CCC2(C)C(=O)NS(C)(=O)=O)cc1 (configuration not stated)
    4, ., 3
> O=C(NC1(C(F)(F)F)C(=O)Nc2c1c(=O)[nH]c(=O)n2-c1ccccc1)c1ccncc1 (configuration not stated)
    -7, ., -3
> COc1ccc(CCOC(=O)[C@@H]2CCCN2C(=O)c2ccc(Cl)c(Cl)c2)cc1OC
    -1, -4, -8
> CC(C)(C)NC(=O)NC1CCN(c2ccccc2C(=O)NCc2cccnc2)CC1
    26, -5, -4
> O=C(CCc1nnc(C2CCCC2)o1)N(CC1CC1)C1CCCCC1
    1, ., -11
> CO[C@@]1(NC(=O)[C@H](C(=O)O)c2ccc(O)cc2)C(=O)N2C(C(=O)O)=C(CSc3nnnn3C)CO[C@@H]21
    1, -6, -6
> O=C(NC1(C(F)(F)F)Oc2ccccc2O1)Oc1ccccc1
    4, ., -5
> Cn1c(-c2ccccc2)cc2c(Nc3cccc(O)c3)nccc21
    -4, -7, -6
> O=C(Cn1cnnn1)N1CCN(c2ncc(Cl)cc2F)CC1
    0, -15, -4
> Cc1c(C(=O)N2CCOCC2)cc(-c2ccc(Cl)cc2)n1-c1cccc(F)c1
    14, -6, -11
> CC1(C(=O)NCc2ccc(Cl)cc2)CCN1C(=O)CCc1ccc(Cl)cc1Cl (configuration not stated)
    -1, -4, -2

# Compounds were not picked by outcome; overall some 0.27% were active at least once.
